KB-3-1 tox: kills parental KB-3-1 adenocarcinoma cells; KB-3-1 viability, CellTiter-Glo ATP luminescence, 72 h; Potency, µM (series often up to 46.1 µM), without a hit: at the top dose activity change, negative = cytotoxic, most hits filed as cytotoxic; 400,000 tested, 1.4% active; AID 1347075; note: % is set by controls: 0 for no effect and ±100 for the full control effect; nearly all actives have a fitted effect of over 60% in size
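KB-3-1 parental drug-naive adenocarcinoma cells in DMEM/10% FBS, incubated 72 h at 37 C with pin-transferred compounds across a concentration series. Viability by CellTiter-Glo luminescence; concentration-response curves fitted after normalization.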
GLP1R ag: agonists of human GLP-1 receptor; P43220; HEK293 GLP-1R CRE-luciferase, luminescence, 4-6 h; cells express a hypersensitive GLP-1R form; Potency, µM (highest dose often 45.6 µM), for inactives: at the highest dose activation, hits mostly activators; 380,000 tested, 0.007% active; AID 624172; note: % of control where 0% means no effect
Target sequence (P43220 whole entry, looked up): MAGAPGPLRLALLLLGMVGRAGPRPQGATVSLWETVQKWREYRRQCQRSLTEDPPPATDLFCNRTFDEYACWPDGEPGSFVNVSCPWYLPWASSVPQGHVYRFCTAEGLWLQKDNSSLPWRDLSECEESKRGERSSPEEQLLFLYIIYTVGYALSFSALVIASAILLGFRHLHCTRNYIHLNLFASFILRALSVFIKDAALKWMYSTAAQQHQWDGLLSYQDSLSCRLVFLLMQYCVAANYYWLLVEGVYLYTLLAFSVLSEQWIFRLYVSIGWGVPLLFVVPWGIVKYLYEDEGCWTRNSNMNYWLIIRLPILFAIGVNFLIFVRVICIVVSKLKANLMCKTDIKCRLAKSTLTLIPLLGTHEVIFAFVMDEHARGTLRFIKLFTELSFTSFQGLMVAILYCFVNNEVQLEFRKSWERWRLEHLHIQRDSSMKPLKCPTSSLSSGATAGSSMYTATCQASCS
HT1080 IDH1KD tx: kills HT-1080 cells with IDH1 knockdown. HT-1080 IDH1 knockdown viability, ATP luminescence, 48 h. AID 686971. 360,000 tested, 2% active. Potency, µM (doses to about 46.1 µM), without a hit: at the top dose activity, negative = toxicity, actives largely listed as cytotoxic;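 note: 0% = DMSO wells and -100% = cell-free medium wells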
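Luminescent ATP read-out (CellTiter-Glo, 10 min at room temperature) after 48 h compound exposure at 37 °C gave viability of IDH1-knockdown HT-1080 cells. Activity was normalised to DMSO and cell-free wells, then fitted as concentration-response curves.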
SW480 rereplic: induces DNA re-replication in SW480 colon adenocarcinoma cells; SW480 DNA re-replication, Hoechst DNA content imaging, 48 h; Potency, µM (series often up to 46.1 µM), for inactives: at the highest dose re-replication activation, hits mostly activators; 340,000 tested, 1.8% active; AID 624297; note: % of control where 0% means no effect; nearly all actives have a fitted effect of over 55% in size
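250 cells/well; 23 nL cpd via pin tool; 48 hr, 37 C, 5% CO2; Hoechst 40 min; imager read of total nuclear intensity, ex 405/em 500-530 nm.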
HT1080-NT tox: kills 2HG-producing HT-1080-NT fibrosarcoma cells; HT-1080-NT fibrosarcoma viability, CellTiter-Glo ATP luminescence, 48 h; 360,000 tested, 1.6% active; Potency, µM (highest dose often 46.1 µM), without a hit: at the highest dose activity, negative = less viability, most hits filed as cytotoxic;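 note: NT is the 2HG producing partner of a matched IDH1 knockdown line; 0% = DMSO-treated cells and -100% = media-only wells without cells; nearly all actives have a fitted effect of over 55% in size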
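Luminescent CellTiter-Glo readout after 48 hours of compound exposure at 37 degrees C defined viability of HT-1080-NT cells. Activity was normalized to DMSO wells and cell-free media wells; concentration-response curves were fitted and assigned curve classes.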
KB-V1 cytotox: kills drug-selected multidrug resistant KB-V1 cells | KB-V1 MDR cells viability, CellTiter-Glo, 72 h | 400,000 tested, 3.4% active | AID 1347076 | Potency, µM (doses to about 46.1 µM), for the others: at the highest dose activity change, negative = cytotoxicity, actives largely listed as cytotoxic; note: % is set by controls: 0 for no effect and ±100 for the full control effect; nearly all actives have a fitted effect of over 60% in size
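KB-V1, DMEM (no phenol red) + 10% FBS; cpd pin-transferred, titration series; 72 h, 37 degrees C; CellTiter-Glo, luminescence. Data normalized, curve-fit.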
GLP-1R inv ag: GLP-1 receptor (human) inverse agonism; P43220; HEK293 GLP-1R CRE-luciferase, luminescence, 24 h; GLP-1R form is constitutively active; Potency, µM (titrated, usually from 38.3 µM), without a hit: at the top dose activity change, negative = inhibition, actives largely listed as inhibitors; 410,000 tested, 1.6% active; note: % is set by controls: 0 for no effect and ±100 for the full control effect; nearly all actives have a fitted effect of over 55% in size
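Readout was luciferase luminescence, measured 12 min after detection reagent at room temperature. Beforehand, GLP-1R reporter HEK293 cells had sat 12 h, then received compounds for 24 hr at 37 deg C.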
TDP-43 yeast inh: TDP-43 toxicity inhibition in yeast. 410,000 tested, 1.8% active. Potency, µM (top dose mostly 46.1 µM), for inactives: at the top dose growth rescue (activation), most hits filed as activators. TDP-43 expressing yeast growth rescue, BacTiter-Glo, 24 h; note: % of control where 0% means no effect; nearly all actives have a fitted effect of over 50% in size
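Yeast cells expressing TDP-43 under galactose induction are exposed to compounds for 24 hr at 30 deg C. BacTiter-Glo luminescence measures growth, so protective compounds score as activators.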
HEK293 tox: cytotoxicity counter-screen for GLP-1 receptor inverse agonists. HEK293 cAMP-luciferase reporter cells, luminescence, 24 h. Potency, µM (highest dose often 38.3 µM), inactives show at the highest dose activity change, negative = inhibition, hits mostly inhibitors. 410,000 tested, 0.13% active. AID 624418;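 note: loss of luciferase light is scored as toxicity; % is set by controls: 0 for no effect and ±100 for the full control effect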
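Seeding density was 200 cells/uL; after overnight-length (12 h) culture, 23 nL compounds went on for 24 h at 37 °C. Readout used a luciferase detection reagent, luminescence taken after 12 min at room temperature.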
* marks the source's active call; other numbers are inactive results; ? = inconclusive; · = not tested or not shown; [ ] = another dose, or the depositor's remark. Calls come from the whole dose curve; as a rule, active = well fitted curve in the direction sought with a large enough effect; inconclusive = small, poorly fitted or top-dose-only effect, or another doubt; inactive = no such curve, though single readings can be large; an effect the other way counts as inactive or inconclusive. Potency is the fitted concentration of half-maximal effect.

SMILES	KB-3-1 tox	GLP1R ag	HT1080 IDH1KD tx	SW480 rereplic	HT1080-NT tox	KB-V1 cytotox	GLP-1R inv ag	TDP-43 yeast inh	HEK293 tox
Cn1c(CCCNC(=O)c2ccccc2)nc2ccccc21	6%	18%	15%	-6%	7%	0%	2%	4%	-1%
O=Cc1cc2ccccc2nc1SCCCF	?	21%	7.3µM*	-12%	16µM*	2%	6%	-47%[inhibitor]	5%
CC1(C(=O)NCc2ccccc2)CN(S(C)(=O)=O)CC(=O)N1Cc1cccc(C(F)(F)F)c1 (configuration not stated)	8%	·	-7%	·	-1%	-12%	-12%	8%	0%
CCCNC(=O)C1CCC(Cn2c(=O)c3sccc3n(CC(=O)NCc3cccc(OC)c3OC)c2=O)CC1 (configuration not stated)	1%	-2%	·	·	·	4%	21%	13%	2%
N#Cc1ccccc1NC(=O)c1cc2c(=O)n3ccccc3nc2s1	12%	·	·	·	·	9%	-2%	-19%	10%
COC(=O)/C=c1\sc2ncnn2c1=O	0%	7%	-3%	-11%[9.22 µM]	2%	-13%	21%	-8%	0%
Cc1ccc(Nc2nc(N)nc(CN3CCc4ccccc4C3)n2)cc1	-27%	2%	-7%	18%	-17%	-19%	?	-7%	-16%
Cc1ccc([N+](=O)[O-])cc1S(=O)(=O)Nc1ccc(OCC(=O)N2CCOCC2)cc1	·	-3%	3%	-5%	-10%	·	17%	2%	-6%
CC(C)CSc1n[nH]c(N)n1	-6%	6%	6%	-1%	5%	0%	15%	-1%	10%
CC(C)(CC(=O)O)CC(=O)N1CCN(c2cc(C(F)(F)F)nc3ccccc23)CC1	2%	-8%	0%	-14%	3%	10%	2%	26%	3%

Molecules from the list above containing a carbonyl joined to an NH by a bond outside any ring:
SMILES	KB-3-1 tox	GLP1R ag	HT1080 IDH1KD tx	SW480 rereplic	HT1080-NT tox	KB-V1 cytotox	GLP-1R inv ag	TDP-43 yeast inh	HEK293 tox
Cn1c(CCCNC(=O)c2ccccc2)nc2ccccc21	6%	18%	15%	-6%	7%	0%	2%	4%	-1%
CC1(C(=O)NCc2ccccc2)CN(S(C)(=O)=O)CC(=O)N1Cc1cccc(C(F)(F)F)c1 (configuration not stated)	8%	·	-7%	·	-1%	-12%	-12%	8%	0%
CCCNC(=O)C1CCC(Cn2c(=O)c3sccc3n(CC(=O)NCc3cccc(OC)c3OC)c2=O)CC1 (configuration not stated)	1%	-2%	·	·	·	4%	21%	13%	2%
N#Cc1ccccc1NC(=O)c1cc2c(=O)n3ccccc3nc2s1	12%	·	·	·	·	9%	-2%	-19%	10%

Further results:
SMILES	KB-3-1 tox	GLP1R ag	HT1080 IDH1KD tx	SW480 rereplic	HT1080-NT tox	KB-V1 cytotox	GLP-1R inv ag	TDP-43 yeast inh	HEK293 tox
Cc1cc(NCc2ccccn2)n2nc(C)c(-c3ccc(Cl)cc3)c2n1	-8%	-5%	21µM*	3%	?	?	?	7.1µM*	?
CN(C)/C=N/c1nc2nccc(-c3cccc(Cl)c3)n2n1	6%	7%	8%	-56%[inhibitor]	3%	-3%	17%	-2%	9%
Cc1ccc(C)n1CCN1CCN(C(=O)c2ccco2)CC1	-14%	-12%	8%	1%	8%	9%	64%[activator]	10%	-10%
NC(=S)Nc1cccc2cccnc12	-6%	-9%	9%	1%	7%	15%	20%	5%	-32%
Cc1cc(OCC(=O)NCCc2c[nH]c3ccccc23)c2c(C)c(C)c(=O)oc2c1	0%	-5%	-4%	-4%	1%	0%	-4%	-11%	3%
NC(=S)NN=Cc1c[nH]c2nccnc12	16%	2%	?	·	-21%	-26%	6%	0%	-40%
COC(=O)C(NNc1ccccc1)(NC(=O)c1ccccc1F)C(F)(F)F (configuration not stated)	4%	0%	2%	1%	0%	-14%	-29%	8%	-11%
NS(=O)(=O)c1ccccc1	13%	15%	12%	-83%[inhibitor]	-3%	3%	15%	8%	-7%
COc1ccc(NC(=O)CN(C)CC(=O)Nc2ccccc2SC)cc1Cl	-11%	12%	-1%	1%	-2%	-5%	2%	8%	0%
CCC1(CC)C(=O)C2=C3C1[C@H](C(=O)OC)C=C(C(=O)OC)C[C@H]3n1c(=O)n(-c3ccccc3)c(=O)n1[C@H]2C (some centres not stated)	0%	2%	11%	-4%	17%	-12%	14%	22%	-2%

An excerpt from above in order of their number in GLP1R ag, smallest number first:
| Molecule | GLP1R ag | SW480 rereplic | GLP-1R inv ag |
| --- | --- | --- | --- |
| Cc1cc(OCC(=O)NCCc2c[nH]c3ccccc23)c2c(C)c(C)c(=O)oc2c1 | -5% | -4% | -4% |
| COC(=O)C(NNc1ccccc1)(NC(=O)c1ccccc1F)C(F)(F)F (configuration not stated) | 0% | 1% | -29% |
| CCC1(CC)C(=O)C2=C3C1[C@H](C(=O)OC)C=C(C(=O)OC)C[C@H]3n1c(=O)n(-c3ccccc3)c(=O)n1[C@H]2C (some centres not stated) | 2% | -4% | 14% |
| CN(C)/C=N/c1nc2nccc(-c3cccc(Cl)c3)n2n1 | 7% | -56%[inhibitor] | 17% |
| COc1ccc(NC(=O)CN(C)CC(=O)Nc2ccccc2SC)cc1Cl | 12% | 1% | 2% |

Later entries
SMILES	KB-3-1 tox	GLP1R ag	HT1080 IDH1KD tx	SW480 rereplic	HT1080-NT tox	KB-V1 cytotox	GLP-1R inv ag	TDP-43 yeast inh	HEK293 tox
CC1(C)CC(=O)C(CC(=O)NC(=O)NCc2ccccc2)=C(O)C1	-3%	-5%	0%	0%	13%	?	12%	21%	-13%
OCCN1CCSC1=S	·	-12%	2%	-3%	0%	·	2%	25%	8%
CC(CN1CCCC1)OC(=O)c1ccc(F)cc1 (configuration not stated)	-11%	-13%	-1%	-2%	2%	-1%	5%	5%	4%
COC(=O)CC1=C(C(=O)OC)C(c2ccc3c(c2Cl)OCO3)C(C#N)=C(N)O1 (configuration not stated)	1%	1%	-23%	1%	-4%	2%	0%	-2%	-9%
Cc1ccc(/C=N/n2c(-c3ccccc3)n[nH]c2=S)cc1	10%	4%	2%	-16%	8%	0%	-28%	11%	?
CC(=O)Nc1cccc(C(=O)OC(C)C(=O)NC2CCCc3ccccc32)c1 (configuration not stated)	17%	-4%	-7%	0%	3%	?	13%	1%	-2%
CC(=O)N(C)c1ccc(NC(=O)c2ccc([N+](=O)[O-])cc2Cl)cc1	11%	3%	13%	-2%	21%	3%	-13%	5%	-18%
Cc1cc(C)cc(NC(=O)C(=O)NCc2ccccn2)c1	?	1%	12%	·	8%	-8%	2%	5%	8%
O=S(=O)(c1ccc(-c2cnc(C3CC3)o2)cc1)N1CCN(c2ccc(F)cc2)CC1	?	·	·	·	·	0%	?	12%	-23%
CCN(CCNC(=O)C1CCN(Cc2nc(-c3ccc(Cl)cc3)oc2C)CC1)c1ccccc1	-23%	-5%	?	?	?	7.3µM*	2.5µM*	24%	?
C=CCNC(=S)NNC(=O)COc1ccc(Br)cc1	19%	-1%	16%	-7%	10%	17%	-3%	?	-22%
CCOC(=O)N1CCN(CC(=O)Nc2ccc(F)cc2F)CC1	-2%	8%	-1%	-15%	19%	0%	2%	11%	-2%
O=C(Nc1cccc(Cl)c1)Nc1ccc2c(c1)OCO2	?	3%	?	1%	?	?	?	20%	-27%
Cc1ccc(-n2ncc3c(NC4CCCCC4)ncnc32)cc1Cl	-3%	·	·	·	·	-26%	-48%	?	-1%
Cc1ccc(/C=N/NC(=O)Cn2nc(C)c(Br)c2C)o1	1%	-6%	-5%	-16%	-6%	0%	3%	5%	-1%
NC(c1csc(NC(=O)Nc2ccccc2Oc2ccccc2)n1)c1ccccc1Cl (configuration not stated)	?	-2%	?	·	?	?	?	15%	-11%
C=CCNS(=O)(=O)NC(=O)C1=C(N2CCCC2)COC1=O	?	0%	11%	-23%	0%	17%	-4%	?	0%
Cc1sc2nc(SCC(=O)N(C)c3ccccc3)n(C)c(=O)c2c1C	-1%	8%	12%	26%	-7%	?	14%	9%	1%
CCN(C(=O)COC(=O)CCNS(=O)(=O)c1ccccc1F)c1c(N)n(Cc2ccccc2)c(=O)[nH]c1=O	-17%	3%	0%	-8%	-1%	-4%	9%	-23%	0%
CN(C)N1C(N)=C(C#N)C(c2ccccc2)C2=C1CC(C)(C)CC2=O (configuration not stated)	-1%	14%	20%	2%	7%	-2%	19%	-20%	-1%
COc1ccc(CNc2cc([N+](=O)[O-])ccc2OC)cc1	5%	0%	1%[9.24 µM]	0%	-18%	-9%	-25%	-18%	2%
CCCCN1CC(COCc2ccccc2)Oc2cccc(OCc3ccc(OC)cc3)c2S1(=O)=O (configuration not stated)	-3%	-6%	8%	·	5%	1%	?	0%	3%
O=C(c1cccs1)N(Cc1ccc(F)cc1)C1CCS(=O)(=O)C1 (configuration not stated)	11%	1%	5%	-2%	0%	5%	17%	4%	5%
COc1ccc(NC(=O)C2(C)CCN2Cc2ccc(OC(F)(F)F)cc2)cc1OC (configuration not stated)	0%	14%	-21%	·	4%	0%	-9%	6%	-14%
COC(=O)c1cc(=O)nc2sc(-c3ccccc3)nn12	10%	-6%	7%	-5%	2%	15%	30%	-27%	1%
COc1ccccc1CNC(=O)CCC1N=C2c3ccccc3N=C(SCC(=O)Nc3ccc(N(C)C)cc3)N2C1=O (configuration not stated)	-9%	·	·	·	·	0%	0%	-11%	9%
CN1C(=S)SC(/[N+]([O-])=C\c2ccco2)C1(C)C (configuration not stated)	0%	4%	9%	-6%	16%	3%	0%	-4%	-14%
O=C(O)c1coc2ccccc12	2%	-3%	7%	2%	10%	-8%	4%	1%	-2%
Cc1ccc(-c2c(C)c(-c3ccc(F)cc3)nc(N)c2C#N)o1	12%	0%	-17%	2%	-1%	0%	4%	14%	6%
COc1ccc(NC(=O)c2oc3ccccc3c2C)c(OC)c1	?	-1%	-6%	0%	-6%	21µM*	0%	24%	-8%
